EZH2 inh – EZH2 (human) methyltransferase inhibition | PRC2 H3K27 methylation, DELFIA TRF, 1 h | inhibition, % at 12.5 µM | 57,000 compounds, 0.35% hits | AID 651548;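 active means mean inhibition of replicates at least 50% and every single replicate also reaching 50%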;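 further: dimethyl H3K27 on biotinylated H3 21-44 peptide detected by antibody; plate controls were median neutral control wells for no effect and median positive control wells for full effect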
IDH1 R132H inh – blocks human IDH1 R132H reductase activity. O75874. inhibition, % at 10 µM. diaphorase/resazurin fluorescence, 60 min. AID 624101. 70,000 compounds, 0.18% hits; in the data active means inhibition above about 34%;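 further: 0% = DMSO and 100% = no enzyme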
Target sequence (O75874 whole entry R132H): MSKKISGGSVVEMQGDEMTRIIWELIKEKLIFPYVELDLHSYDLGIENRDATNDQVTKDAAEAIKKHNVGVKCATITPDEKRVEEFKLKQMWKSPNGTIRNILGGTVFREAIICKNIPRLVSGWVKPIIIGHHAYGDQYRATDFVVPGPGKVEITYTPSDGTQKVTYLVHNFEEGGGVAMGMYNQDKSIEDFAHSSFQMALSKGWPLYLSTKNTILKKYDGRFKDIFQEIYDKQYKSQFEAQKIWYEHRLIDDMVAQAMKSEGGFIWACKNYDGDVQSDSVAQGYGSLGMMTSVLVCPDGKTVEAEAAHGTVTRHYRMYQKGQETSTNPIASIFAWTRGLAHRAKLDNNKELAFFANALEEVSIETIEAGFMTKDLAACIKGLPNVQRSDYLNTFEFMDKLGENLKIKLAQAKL
* marks the source's active call; other numbers are inactive results; . = no result given. Only part of the results is shown; the hit share may differ from the screen's.

Each structure is followed by: EZH2 inh	IDH1 R132H inh
#1 COc1cccc(S(=O)(=O)N[C@@H]2CC[C@@H](CCN)O[C@H]2CO)c1
  -15	-0.2
#2 Cc1noc(C)c1NC(=O)N[C@@H]1CC[C@@H](CCNC(=O)C2CC2)O[C@@H]1CO
  -1	0.1
#3 O=C(Nc1ccc(Cl)c(Cl)c1)N[C@H]1CC[C@H](CCNC(=O)c2ccc(F)cc2)O[C@@H]1CO
  1	0.2
#4 CO[C@@H]1CN(C)C(=O)c2ccc(NS(=O)(=O)c3ccc(C)cc3)cc2OC[C@@H](C)N(C(=O)NC(C)C)C[C@@H]1C
  6	0.3
#5 C[C@H]1CN([C@@H](C)CO)C(=O)c2cc(NS(=O)(=O)c3ccc(F)cc3)ccc2O[C@H]1CN(C)Cc1ccc(C(F)(F)F)cc1
  7	0.2
#6 CC(C)NC(=O)N(C)C[C@@H]1Oc2ccc(NC(=O)Nc3ccccc3)cc2C(=O)N([C@H](C)CO)C[C@@H]1C
  0	-1.0
#7 Cc1noc(C)c1NC(=O)N(C)C[C@H]1Oc2c(NS(=O)(=O)c3ccccc3)cccc2C(=O)N([C@H](C)CO)C[C@H]1C
  .	0.9
#8 C[C@@H]1CN([C@@H](C)CO)C(=O)c2ccccc2-c2ccccc2CO[C@@H]1CN(C)S(=O)(=O)c1ccc(Cl)cc1
  -16	-3.0
#9 O=C(C[C@@H]1C[C@H]2c3cc(NC(=O)C4CCOCC4)ccc3O[C@H]2[C@@H](CO)O1)NC1CCCC1
  0	0.1
#10 CCS(=O)(=O)NCC[C@H]1CC[C@@H](NC(=O)Cc2ccccn2)[C@H](CO)O1
  4	-0.2
#11 Cn1nnnc1SCC(=O)Nc1cccc(C(=O)O)c1
  2	0.3
#12 COc1cccc(NC(=O)N[C@H]2CC[C@H](CC(=O)NCc3ccncn3)O[C@H]2CO)c1
  -9	-0.5
#13 O=C(CSCCO)Nc1cccc2ccccc12
  3	-0.2
#14 C[C@@H]1CN([C@H](C)CO)S(=O)(=O)c2ccc(-c3cccc(C#N)c3)cc2O[C@@H]1CN(C)C(=O)c1ccccc1
  .	0.2
#15 C[C@@H]1CN([C@@H](C)CO)C(=O)c2cc(C#Cc3ccc(F)cc3)cnc2O[C@@H]1CN(C)C(=O)Nc1ccc(F)cc1
  -57	-0.9
#16 CO[C@H]1CN(C)C(=O)c2cc(NC(=O)NC(C)C)ccc2OC[C@@H](C)N(CCC(F)(F)F)C[C@@H]1C
  2	.
#17 COc1ccc(C(=O)NCCc2nc3ccccc3[nH]2)cc1OC
  -13	-0.7
#18 CCC(=O)N(C)C[C@@H]1Oc2cc(C#CC3CC3)ccc2S(=O)(=O)N([C@@H](C)CO)C[C@@H]1C
  5	.
#19 O=C1OC(OC(=O)c2cccnc2Nc2cccc(C(F)(F)F)c2)c2ccccc21 (centres undefined)
  19	0.1
#20 COc1ccc(S(=O)(=O)N(C)C[C@H]2Oc3ncc(/C=C/c4ccccc4)cc3C(=O)N([C@@H](C)CO)C[C@@H]2C)cc1
  -13	0.2

Continued.
Each structure is followed by: EZH2 inh	IDH1 R132H inh
#21 Cc1ccc(OCC(=O)Nc2sc3c(c2C(N)=O)CCCC3)cc1
  3	-0.1
#22 Cc1noc(C)c1NC(=O)N[C@@H]1C=C[C@@H](CC(=O)NCc2ccc(Cl)c(Cl)c2)O[C@@H]1CO
  9	-0.4
#23 Cc1ccc(C2SCC(C(=O)O)N2C(=O)c2cccc(Cl)c2)cc1 (centres undefined)
  3	-0.5
#24 CC(C)C#Cc1cnc2c(c1)C(=O)N([C@@H](C)CO)C[C@@H](C)[C@H](CN(C)C(=O)c1cccc(F)c1)O2
  -8	-1.7
#25 O=C(CCCCCCC(=O)Nc1ccccc1O)N/N=C/c1ccc(O)c(O)c1O
  19	.
#26 C=CCOC(=O)[C@H]1[C@@H]2C(=O)O[C@@H](c3ccccc3)[C@@H](c3ccccc3)N2[C@@H](c2ccc(OCCOC(=O)[C@@H]3C[C@@H]4C(=O)NCC(=O)N4[C@@H]3c3ccc(O)cc3)cc2)[C@]12C(=O)Nc1ccc(I)cc12
  -17	.
#27 CC(C)C#Cc1ccc2c(c1)O[C@H](CN(C)C)[C@H](C)CN([C@@H](C)CO)S2(=O)=O
  0	-0.4
#28 C[C@@H]1CN([C@@H](C)CO)C(=O)Cc2cc(NC(=O)Cc3cn(C)c4ccccc34)ccc2O[C@@H]1CN(C)S(C)(=O)=O
  -15	-18
#29 Cc1ccc(S(=O)(=O)Nc2ccc3c(c2)C(=O)N([C@@H](C)CO)C[C@H](C)[C@@H](CN(C)S(C)(=O)=O)O3)cc1
  .	-14
#30 O=C(N/N=C/c1ccc(F)cc1)c1ccccn1
  -8	-0.4
#31 C[C@H](CO)N1C[C@H](C)[C@H](CN(C)S(=O)(=O)c2cn(C)cn2)Oc2ncc(-c3ccccc3)cc2C1=O
  .	0.7
#32 CNC[C@H]1Oc2c(NS(=O)(=O)c3ccc(OC)cc3)cccc2C(=O)N([C@H](C)CO)C[C@H]1C
  .	-0.1
#33 O=C(N[C@@H]1CC[C@H](CCNC(=O)C2CCCC2)O[C@@H]1CO)c1ccccn1
  -3	-0.1
#34 C[C@H](CO)N1C[C@H](C)[C@@H](CN(C)Cc2cncnc2)Oc2cc(-c3cccnc3)ccc2S1(=O)=O
  -1	1.8
#35 O=C(NO)c1ccc(C(=O)N/N=C/c2ccc3ccccc3c2)cc1
  38	.
#36 C[C@@H]1CN([C@H](C)CO)C(=O)c2cc(NC(=O)Nc3ccc(C(F)(F)F)cc3)ccc2O[C@@H](C)CCCCO[C@@H]1CN(C)CC1CCCCC1
  .	-2.6
#37 Cc1c(Br)c([N+](=O)[O-])nn1CC(=O)NCc1ccccn1
  -30	0.0
#38 C[C@@H]1CCCCO[C@H](CN(C)C(=O)CCCN(C)C)[C@@H](C)CN([C@H](C)CO)C(=O)c2cc(NC(=O)CCC(F)(F)F)ccc2O1
  .	-0.4
#39 O=S(=O)(Cc1ccc(Cl)cc1)NCc1ccccn1
  0	-0.3
#40 C[C@H](CO)N1C[C@H](C)[C@@H](CN(C)C)Oc2ccc(NS(=O)(=O)c3ccc(F)cc3)cc2C1=O
  2	1.0

Later entries.
Each structure is followed by: EZH2 inh	IDH1 R132H inh
#41 O=C(c1ccc(Cl)cc1)N1CCN(c2ccc([N+](=O)[O-])c(NCc3ccccn3)c2)CC1
  8	0.2
#42 CC(Sc1nc(N)c2c3c(sc2n1)COC(C)(C)C3)C(=O)Nc1ccccc1 (centres undefined)
  -17	0.1
#43 O=C(NCc1nc2ccccc2[nH]1)c1ccccc1
  .	1.0
#44 COc1cccc(NC(=O)N[C@H]2CC[C@H](CC(=O)N3CCOCC3)O[C@@H]2CO)c1
  7	-0.1
#45 C[C@H](CO)N1C[C@H](C)[C@H](CN(C)C(=O)C2CCCCC2)OCCCC[C@H](C)Oc2ccc(NC(=O)NC3CCCCC3)cc2C1=O
  .	12
#46 COc1ccccc1-c1cn(CC[C@H]2CC[C@H](NC(=O)Cc3ccccn3)[C@@H](CO)O2)nn1
  0	-0.3
#47 CO[C@@H]1CN(C)C(=O)c2ccc(NC(=O)C3CCC3)cc2OC[C@H](C)N(C)C[C@H]1C
  4	0.1
#48 CCCC#Cc1ccc2c(c1)O[C@@H](CN(C)Cc1ccncc1)[C@H](C)CN([C@@H](C)CO)S2(=O)=O
  .	6.4
#49 Cc1ccc(S(=O)(=O)N[C@H]2C=C[C@H](CC(=O)NCCCN(C)C)O[C@@H]2CO)cc1
  -7	0.1
#50 C[C@H]1CN([C@@H](C)CO)C(=O)c2cc(C#CCN(C)C)cnc2O[C@H]1CN(C)C(=O)c1cnccn1
  3	-0.2
#51 C[C@H]1CCCCO[C@H](CN(C)C(=O)Cc2ccccc2)[C@@H](C)CN([C@@H](C)CO)C(=O)c2cc(NS(C)(=O)=O)ccc2O1
  -2	-0.4
#52 C/C=C/c1ccc2c(c1)O[C@@H](CN(C)C(=O)C1CCC1)[C@H](C)CN([C@@H](C)CO)S2(=O)=O
  -7	-2.4
#53 Cc1ccc(S(=O)(=O)N(C)C[C@H]2Oc3cc(C#Cc4ccccc4)ccc3S(=O)(=O)N([C@H](C)CO)C[C@@H]2C)cc1
  -20	-0.9
#54 CC(C)CC#Cc1cnc2c(c1)C(=O)N([C@H](C)CO)C[C@H](C)[C@H](CN(C)Cc1ccccn1)O2
  .	-0.1
#55 C[C@H](CO)N1C[C@H](C)[C@H](CN(C)CC2CCCCC2)Oc2ccc(NS(=O)(=O)c3ccc(Cl)cc3)cc2CC1=O
  -3	-1.3
#56 Cc1cccc(S(=O)(=O)N(C)C[C@H]2OCc3ccccc3-c3c(n(C)c4ccccc34)C(=O)N([C@H](C)CO)C[C@H]2C)c1
  -43	-1.8
#57 C[C@H]1CN([C@@H](C)CO)C(=O)Cc2cc(NC(=O)Nc3ccccc3)ccc2O[C@H]1CN(C)S(C)(=O)=O
  4	-0.9
#58 COc1ccc(-c2cn(CC[C@@H]3CC[C@@H](NC(=O)CCN4CCCCC4)[C@H](CO)O3)nn2)cc1
  -6	-0.2
#59 O=C(COc1ccccc1)Nc1nn[nH]n1
  -11	-0.1
#60 CN1CCN(C(=O)C[C@H]2C[C@H]3c4cc(NC(=O)NC5CCCCC5)ccc4O[C@H]3[C@H](CO)O2)CC1
  16	0.2

The list continues:
Each structure is followed by: EZH2 inh	IDH1 R132H inh
#61 CC(=O)OCC1=C(C(=O)O)N2C(=O)[C@@H](NC(=O)Cc3cccs3)[C@H]2SC1
  .	1.7
#62 C[C@@H]1CN([C@H](C)CO)C(=O)c2cc(NC(=O)c3ccncc3)ccc2O[C@@H](C)CCCCO[C@@H]1CN(C)Cc1ccccc1
  .	0.5
#63 C[C@H](NC(=O)C[C@H]1C[C@H]2c3cc(NC(=O)CC4CC4)ccc3O[C@H]2[C@@H](CO)O1)c1ccccc1
  7	0.0
#64 CNC[C@H]1Oc2ccc(NS(=O)(=O)c3ccc(C)cc3)cc2CC(=O)N([C@H](C)CO)C[C@@H]1C
  2	0.0
#65 COc1ccc(S(=O)(=O)Nc2ccc3c(c2)C(=O)N([C@@H](C)CO)C[C@@H](C)[C@H](CN(C)Cc2ccc(C(F)(F)F)cc2)O3)cc1
  .	1.3
#66 Cc1ccc(S(=O)(=O)N(C)C[C@H]2Oc3ccc(NC(=O)Cc4ccccc4)cc3C(=O)N([C@H](C)CO)C[C@@H]2C)cc1
  -8	1.2
#67 C[C@H](CO)N1C[C@H](C)[C@@H](CN(C)C(=O)C2CCC2)Oc2cc(-c3ccc(F)cc3)ccc2S1(=O)=O
  -4	.
#68 CCCc1cn(CC[C@H]2CC[C@@H](NC(=O)Nc3ccc4c(c3)OCO4)[C@@H](CO)O2)nn1
  -18	0.1
#69 O=C(O)C[C@@H]1CC[C@H](NC(=O)Nc2cc(F)ccc2F)[C@H](CO)O1
  -2	0.3
#70 C/C=C/c1cnc2c(c1)C(=O)N([C@@H](C)CO)C[C@H](C)[C@H](CN(C)CC1CCOCC1)O2
  .	0.5
#71 C[C@@H]1CN([C@@H](C)CO)S(=O)(=O)c2ccc(C#Cc3ccncc3)cc2O[C@@H]1CN(C)C(=O)c1ccncc1
  .	0.4
#72 CC(=O)N(C)C[C@H]1Oc2cc(C#CCN(C)C)ccc2S(=O)(=O)N([C@@H](C)CO)C[C@H]1C
  18	-4.0
#73 CO[C@H]1CN(C)C(=O)c2cc(NC(=O)C3CC3)ccc2OC[C@H](C)N(CC2CC2)C[C@H]1C
  -5	0.1
#74 COCc1cn(CC[C@@H]2CC[C@@H](NC(=O)Nc3ccc(C(F)(F)F)cc3)[C@@H](CO)O2)nn1
  10	-0.3
#75 C[C@H]1CN([C@@H](C)CO)C(=O)c2cccc(NS(=O)(=O)c3ccccc3)c2O[C@H]1CN(C)Cc1ccncc1
  6	7.2
#76 CN(C)CC(=O)Nc1ccc2c(c1)[C@@H]1C[C@@H](CC(=O)NC3CCCC3)O[C@@H](CO)[C@@H]1O2
  20	1.7
#77 Cc1c(NC(=O)c2ncn[nH]2)cccc1-c1nc2cc(Cl)ccc2o1
  10	0.2
#78 C[C@H]1CN([C@@H](C)CO)C(=O)Cc2cc(NC(=O)Cn3cnnn3)ccc2O[C@@H]1CN(C)Cc1ccccc1
  1	-0.1
#79 Cc1ccc(S(=O)(=O)N[C@H]2C=C[C@H](CC(=O)NCc3ccc(Cl)c(Cl)c3)O[C@@H]2CO)cc1
  9	0.4
#80 O[C@@H]1[C@@H](O)C=C2CCN3Cc4cc5c(cc4[C@H]1C23)OCO5 (some centres undefined)
  .	0.7

(listing goes on)
Each structure is followed by: EZH2 inh	IDH1 R132H inh
#81 CCn1c(SCC(=O)Nc2ccccc2C)nnc1-c1ccco1
  1	-0.1
#82 CN1CCN(C(=O)C[C@@H]2C[C@@H]3c4cc(NC(=O)Nc5ccc(F)cc5)ccc4O[C@@H]3[C@H](CO)O2)CC1
  0	-0.1
#83 C=C[C@@]1(C)C[C@@H](O)C2=C([C@H]1O)[C@H](OC(C)=O)CC1[C@](C)(C(=O)OC)CC[C@H](O)[C@]21C (some centres undefined)
  .	0.2
#84 O=C(C[C@H]1C[C@@H]2c3cc(NS(=O)(=O)c4ccc(F)cc4)ccc3O[C@@H]2[C@H](CO)O1)NCc1ccc(Oc2ccccc2)cc1
  16	0.1
